# High-throughput results from PubChem BioAssay.
# SNCA expr inh = SNCA gene expression inhibition; HEK-293 SNCA-luciferase knock-in, luminescence, 24 h; actives 0.17% (n = 140,000); Potency, µM (doses to about 57.2 µM), for inactives: at the top dose activity change, negative = inhibition, usual class: inhibitors;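 further: potency means the concentration at half of the fitted maximal effect; plate controls were DMSO cells for no effect and cell-free wells for full effect; nearly all actives have a fitted effect of over 45% in size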
# GPT2 inhibitor = blocks human glutamate pyruvate transaminase 2; Q8TD30; Recombinant GPT2, coupled pyruvate oxidase/HRP Amplex Red fluorescence; Potency, µM (doses to about 57.7 µM), for inactives: at the highest dose activity change, negative = inhibition, usual class: inhibitors; actives 0.25% (n = 100,000); further: potency means the concentration at half of the fitted maximal effect; nearly all actives have a fitted effect of over 60% in size; many of its hits are not listed in these tables
# Target sequence (Q8TD30 whole entry, looked up): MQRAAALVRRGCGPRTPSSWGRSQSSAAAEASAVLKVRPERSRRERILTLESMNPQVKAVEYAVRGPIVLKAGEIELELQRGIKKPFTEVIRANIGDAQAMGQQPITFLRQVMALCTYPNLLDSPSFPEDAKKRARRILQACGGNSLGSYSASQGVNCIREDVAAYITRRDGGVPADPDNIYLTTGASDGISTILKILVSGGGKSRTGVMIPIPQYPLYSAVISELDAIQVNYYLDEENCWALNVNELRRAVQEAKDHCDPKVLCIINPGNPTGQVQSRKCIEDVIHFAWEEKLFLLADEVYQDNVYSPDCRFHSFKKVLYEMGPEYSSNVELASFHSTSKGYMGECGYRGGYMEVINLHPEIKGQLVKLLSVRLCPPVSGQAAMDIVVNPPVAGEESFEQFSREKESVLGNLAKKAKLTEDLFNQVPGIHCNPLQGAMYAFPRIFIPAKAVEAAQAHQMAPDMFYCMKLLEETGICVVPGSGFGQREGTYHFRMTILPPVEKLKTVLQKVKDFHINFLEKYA
#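 Fluorescence read-out: pyruvate from GPT2 turnover coupled to pyruvate oxidase, HRP and Amplex Red (0.2mM ThPP, 0.2U/mL PO and HRP, 50uM Amplex final). Substrates 250uM a-KG, 2mM L-alanine; enzyme 10ng/uL; 30 min RT.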
# HEK293 tox = kills HEK 293 cells; HEK 293 viability, ATP luminescence (CellTiter-Glo), 48-72 h; Potency, µM (highest dose often 115 µM), for inactives: at the highest dose activity change, negative = cytotoxicity, usual class: inhibitors; actives 6.6% (n = 94,000); AID 1345083; further: potency means the concentration at half of the fitted maximal effect; nearly all actives have a fitted effect of over 60% in size
#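 250 HEK 293 cells/well; compound by pintool; incubated 48 or 72 hr at 37 degree Celsius; CellTiter-Glo added, 10 min RT, luminescence imaged.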
# IP6K1 inh = inhibitors of human IP6K1; Q92551; IP6K1 kinase, ADP-Glo luminescence, 2 h; active compounds read low; activity change, % (series mostly up to about 58 µM); actives 0.81% (n = 140,000); in the data active means activity change below about -25%
# Target sequence (Q92551 whole entry, looked up): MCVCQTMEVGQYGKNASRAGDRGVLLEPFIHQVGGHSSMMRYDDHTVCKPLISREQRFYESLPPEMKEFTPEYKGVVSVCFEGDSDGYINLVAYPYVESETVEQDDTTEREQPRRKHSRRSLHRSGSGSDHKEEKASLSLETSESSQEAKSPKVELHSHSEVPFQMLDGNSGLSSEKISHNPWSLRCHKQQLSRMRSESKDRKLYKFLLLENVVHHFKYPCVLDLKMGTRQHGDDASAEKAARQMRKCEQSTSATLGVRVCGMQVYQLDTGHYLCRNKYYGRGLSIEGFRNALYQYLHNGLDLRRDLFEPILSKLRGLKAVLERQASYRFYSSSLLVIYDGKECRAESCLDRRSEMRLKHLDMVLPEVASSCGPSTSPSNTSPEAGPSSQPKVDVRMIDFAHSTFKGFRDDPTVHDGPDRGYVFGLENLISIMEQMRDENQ
#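 ADP-Glo luminescence measures ADP made by human IP6K1 during a 2 h RT reaction with ATP/IP6 (mix at 1.3 mM/130 uM); top library doses 57.5 and 19.1 uM final.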
# NIH3T3 tox = kills NIH 3T3 cells; NIH 3T3 viability, CellTiter-Glo ATP luminescence, 48-72 h; AID 1345082; actives 4.3% (n = 94,000); Potency, µM (highest dose often 96.7 µM), inactives show at the top dose activity change, negative = cytotoxicity, hits mostly inhibitors; further: potency means the concentration at half of the fitted maximal effect; nearly all actives have a fitted effect of over 55% in size
#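 Cytotoxicity is measured as loss of cellular ATP: NIH 3T3 cells (400/well) are exposed to compound for 48 or 72 hr at 37 °C, then CellTiter-Glo luminescence is imaged after 10 min at room temperature.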
# Luciferase inh = Photinus pyralis luciferase inhibition. P08659. purified P. pyralis luciferase, luminescence, biochemical. Potency, µM (top dose mostly 115 µM), for the others: top-dose activity change, negative = inhibition, usual class: inhibitors. actives 2.5% (n = 76,000). AID 1347043; further: potency means the concentration at half of the fitted maximal effect; nearly all actives have a fitted effect of over 65% in size
#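 Cell-free enzyme assay, 10nM P. pyralis luciferase, luciferin and ATP each at 10uM. Inhibition profiled over a 6-point titration, read as luminescence.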
# HEK293 viab = cell viability loss counter-screen; HEK-293-SNCA-luc viability, GF-AFC fluorescence, 24 h; actives 0.12% (n = 150,000); Potency, µM (titrated, usually from 57.1 µM), without a hit: at the highest dose activity change, negative = cytotoxicity, usual class: cytotoxic;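 further: potency means the concentration at half of the fitted maximal effect; 0% = DMSO-treated cells and -100% = medium-only wells without cells; nearly all actives have a fitted effect of over 30% in size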
#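 HEK-293-SNCA-luc cells (1500/well) plated 24 h, then exposed 24 h to a dilution series; GF-AFC added 30 min at 37C, fluorescence 405/540 nm; normalised to medium-only and DMSO wells, Hill fit.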
# An asterisk follows results filed as active; i = inactive; ? = inconclusive; / = not tested or not shown; [ ] = dose if it differs, or a comment. Unless noted, the call rests on the fitted dose curve; in most records, active means well fitted curve in the direction sought with a large enough effect; inconclusive means small, poorly fitted or top-dose-only effect, or another doubt; inactive means no such curve, though single readings can be large; an effect the other way counts as inactive or inconclusive. Unless noted, on the % scale 0 is the no-effect control and ±100 the full control effect. The list is partial; the hit share may differ from the screen's.
SMILES,SNCA expr inh,GPT2 inhibitor,HEK293 tox,IP6K1 inh,NIH3T3 tox,Luciferase inh,HEK293 viab
Cn1ccc(C(=O)N2CCC(c3nnc4n3C(C(=O)N3CCN(c5ncccn5)CC3)CC4)CC2)n1 (centres undefined),33.6%[activator],-2.2%,3.9%,-17.4,i,/,3.6%
COc1ccc(NC(=O)c2ccco2)cc1NC(=O)c1c(OC)cccc1OC,12.0%,/,/,-2.8,/,/,2.4%
CC(C)C(=O)N1CCC2(CC1)OC(=O)N(Cc1ccccc1)C2(C)c1ccccc1 (centres undefined),-13.8%[87.6 µM],-33.2%[88.5 µM],?,-11.3,10µM*,0.5%[172 µM],-12.0%[87.6 µM]
CCc1noc([C@@H]2CC(F)(F)CN2C(=O)CCn2nc(C)cc2C)n1,7.5%,-4.9%,?,10.3,-10.5%,-10.4%,9.8%
CCn1c2c(c(=O)n1-c1ccccc1)CCN(C(=O)c1scnc1C)C2,?,4.6%[88.5 µM],-10.9%[172 µM],4.3,?,-9.4%[172 µM],-5.9%[87.6 µM]
CCN(CC)C(=O)c1sc2c(c1C)c(=O)n(-c1ccc(C)c(C)c1)c(=O)n2CC(=O)Nc1ccc(F)cc1,-24.3%,/,/,15.1,/,/,-19.6%
O=C(Cn1nc2n(c1=O)CCCC2)NC1CCCC1,4.1%,-13.3%,-12.0%,0.0,-4.3%,-3.3%,1.8%
CC(C)Cc1cc(C(=O)N2CCCC(c3ccc(C(=O)O)cc3)C2)nc(=O)[nH]1 (centres undefined),3.6%,2.9%,2.7%,0.7,-2.2%,14.1%,2.3%
COC(=O)c1ccc(NC(=O)Cn2nc(C(=O)Nc3ccc(C)cc3)ccc2=O)cc1,11.3%,/,/,13.2,/,/,1.9%
Cc1cccc(NC(=O)Cn2nc3c4ccccc4n(Cc4ccccc4)cc-3c2=O)c1,-6.8%,/,/,-16.0,/,/,-0.9%
CS(=O)(=O)c1ccc(OCC2(CNC(=O)c3ccc(C#N)cc3)C[C@@H](O)[C@@H](O)C2)cc1 (some centres undefined),-16.1%,3.9%,i,-8.0,-1.4%,-2.8%,-6.7%
Cc1cc(C(=O)NCC2CCCCC(=O)N2)n(C)n1 (centres undefined),-9.7%,i,3.3%,15.4,-16.4%,-0.9%,4.6%
CCC(=O)N1CCCN(C)c2ccccc21,19.9%,i,i,-12.5,1.8%,2.5%,-1.3%
O=C(NCCc1ccccc1)c1ccc(CS(=O)(=O)c2ccc(Cl)cc2)o1,-4.2%,/,/,-14.1,/,/,4.2%
CCOc1ccccc1CNC(=O)c1cc2cn(C3CCCC3)cc2s1,-4.7%,?,?,3.4,?,-7.8%,-4.8%
COc1cccc(C(=O)Nc2ccc3ncnc(N4CCCCC4)c3c2)c1,-19.6%,i,?,19.2,?,-23.3%,?
O=C(O)CC1(CC(=O)N2CCN3C(=O)N(Cc4ccccc4)C(=O)[C@H]3C2)CCCC1,-6.3%[87.6 µM],-20.2%[88.5 µM],-14.9%[172 µM],7.6,-19.4%[174 µM],4.8%[172 µM],-1.7%[87.6 µM]
CCOc1ccccc1C(=O)N1CCN(c2cc(-c3ccc(OC)cc3)[nH]n2)CC1,-10.2%,i,?,6.2,?,-7.0%,-1.8%
Cc1ccc(-c2nnc(C3CN(C(=O)c4ccnn4C)CC34CCOCC4)o2)cc1 (centres undefined),-18.1%,?,-0.2%,25.9,-14.5%,-2.8%,-7.9%
CCN1c2cc(C(=O)N3CCN(c4ccc(F)cc4)CC3)ccc2C(=O)N2CCCCC21 (centres undefined),-4.1%,-8.4%,44.7µM*,3.7,-22.5%,-1.3%,5.9%[12.5 µM]
COc1ccc(N2CC(C(=O)Nc3ccccc3-c3nc(-c4ccc(C)cc4)no3)CC2=O)cc1 (centres undefined),20.5%,/,/,19.0,/,/,1.7%
CC(Cn1cncn1)Nc1nc(-c2ccncc2)nc2c1cnn2C (centres undefined),36.6%[activator],1.4%,0.9%,18.7,?,-6.6%,2.9%
COc1ccc(CC(NC(C)=O)C(=O)O)cc1 (centres undefined),/,i,/,-1.4,/,/,-30.0%
Cc1ccc(C)c(N2CCN(CCCNC(=O)c3ccc4nc(N5CCC(C)CC5)sc4c3)CC2)c1,152.8%[activator],/,/,-13.0,/,/,3.0%
CN(C)CCNC(=O)C(C)(C)Oc1nn(CC2CCOCC2)c2ccccc12,5.2%[87.6 µM],-2.2%[88.5 µM],-26.5%[172 µM],-0.2,?,-6.7%[172 µM],7.7%[87.6 µM]
O=[S+]([O-])(c1cccs1)N1CCN(Cc2ccccc2-c2ccccc2F)CC1,1.9%,0.0%,?,13.3,?,/,2.2%[12.5 µM]
COCCN(CCNC(=O)C1Cn2cccc2C(=O)N1C)Cc1ccco1 (centres undefined),-13.6%,i,4.4%,18.1,-1.3%,-4.0%,12.4%
Cc1ccc(C(=O)NCCn2ccn3nc(-c4ccc(C)c(C)c4)cc3c2=O)cc1,23.9%,-11.0%,-2.3%,-12.3,-9.1%,-17.9%,8.7%
O=C(c1ccc(N2CC[C@H](O)C2)nc1)N1CCC(N2CCOCC2)CC1,14.1%,-2.5%,1.5%,35.9,-5.7%,-0.5%,-8.6%
COCC(=O)N1CCCC(C(=O)NCCCc2ccccc2)CCNC(=O)CC1 (centres undefined),20.8%,1.9%,-2.3%,8.5,-15.1%,-1.7%,-0.4%
O=C(NC[C@H]1O[C@@H](CC(=O)N2CCCC2)[C@H](O)[C@@H]1O)c1cccc(F)c1,5.1%[87.6 µM],2.4%[88.5 µM],-5.7%[172 µM],30.4,4.6%[174 µM],5.2%[172 µM],-6.3%[87.6 µM]
Cc1ccc(C(=O)N2CCCCCCNC(=O)CC2c2ccccc2)s1 (centres undefined),-7.4%,i,?,25.6,?,2.2%,-0.1%
COc1cccc(CNCCSc2nnnn2C)c1OCc1ccc(Cl)cc1,-5.0%,/,/,23.7,/,/,5.3%
O=C(c1ccccc1)N1CCC(c2nnc3n2C(C(=O)N2CCN(c4ncccn4)CC2)CC3)CC1 (centres undefined),11.2%,5.0%,i,-1.4,i,/,2.4%
O=[S+]1([O-])NC2(CCN(Cc3ccc(OC(F)(F)F)cc3)C2)CNc2ccccc21 (centres undefined),?,i,50.1µM*,7.8,?,-5.7%,-7.0%
COc1ccc(C(=O)N2CCOCC3(CN(Cc4cc(F)ccc4F)C3)C2)cc1OC,-18.5%[87.6 µM],-6.6%[88.5 µM],112µM*,17.0,?,-10.5%[172 µM],-13.0%[87.6 µM]
COc1cccc(CNC(=O)c2cc3c(-c4ccccc4F)nn(C)c3s2)c1,-6.2%,/,/,-20.1,/,/,-13.2%
CCc1ccc([S+](=O)([O-])c2nnn3c2nc(NCc2ccncc2)c2ccccc23)cc1,17.0%,i,?,21.7,?,/,-27.3%
COc1ccc(Cl)cc1-c1nc(C2CC(=O)N(c3ccc(F)cc3)C2)no1 (centres undefined),-7.9%,i,?,2.5,?,8.2%,0.4%
Cc1ccc(S(=O)(=O)N2CCC(n3cnnc3-c3ccccc3)CC2)c(C)c1,-14.4%,i,?,4.6,?,-4.4%,3.7%

# A different layout for two compounds above.
# Under each structure: SNCA expr inh	GPT2 inhibitor	HEK293 tox	IP6K1 inh	NIH3T3 tox	Luciferase inh	HEK293 viab
COc1ccc(N2CC(C(=O)Nc3ccccc3-c3nc(-c4ccc(C)cc4)no3)CC2=O)cc1 (centres undefined)
    20.5%	/	/	19.0	/	/	1.7%
CC(Cn1cncn1)Nc1nc(-c2ccncc2)nc2c1cnn2C (centres undefined)
    36.6%[activator]	1.4%	0.9%	18.7	?	-6.6%	2.9%

# Further entries.
SMILES,SNCA expr inh,GPT2 inhibitor,HEK293 tox,IP6K1 inh,NIH3T3 tox,Luciferase inh,HEK293 viab
CCOc1ccccc1CNC(=O)CCn1c(=O)c2cccn2c2ccc(F)cc21,-3.4%,/,/,-13.3,/,/,10.7%
O=C1Nc2ccc(-c3ccccc3F)cc2C(=O)N2CCN(C(=O)NC3CCCCC3)C[C@H]12,-18.8%,-9.1%,?,-2.7,?,11.2%,2.7%
C/C=C(/C)C(=O)OC1C=C2C3C(C)C(C)C(OC(=O)C(C)C(C)O)CC3(C)CCC2(C)C2(C)CC(OC(C)=O)C3C(C)(C)C(O)C(=O)CC3(C)C12 (centres undefined),/,i,/,6.7,/,/,-1.7%[23.9 µM]
Cc1cccn2c(=O)c3cc(C(=O)NC(C)c4ccccc4)c(=N)n(CCOCCO)c3nc12 (centres undefined),-11.0%,/,/,7.0,/,/,?
O=C(Cn1ccnn1)N1CCC2(CCCN(CC3CC3)C2=O)C1 (centres undefined),1.7%,i,3.9%,-10.9,3.4%,1.0%,1.7%
COCCNC[C@@H]1C=C(C)[C@H](Cc2nnc(-c3ccc(N(C)C)cc3)o2)C[C@H]1C(C)C,-27.7%[87.6 µM],-6.2%[88.5 µM],25.1µM*,1.6,39.8µM*,-8.2%[172 µM],?
CN1[C@@H](CCC(=O)N2CCOCC2)CNC(=O)[C@@H]2[C@H]1CCN2C1CCCCC1,-19.7%[87.6 µM],2.2%[88.5 µM],-17.0%[172 µM],-6.5,-17.2%[174 µM],-3.6%[172 µM],3.5%[87.6 µM]
Cc1ccc(-c2ccccc2CN2CCC(C(=O)NCC(F)F)CC2)cc1Cl,/,/,?,-2.5,?,/,/
Cc1cccc(CN2CCCCCNC(=O)[C@@H]3CCC[C@@H]32)c1,2.0%,?,?,0.8,?,-7.3%,5.3%
CC1=C[C@@H](CNc2ccccn2)[C@H](C(C)C)C[C@H]1Cc1nnc(-c2ccc(C)cc2)o1,?,-18.3%[88.5 µM],35.5µM*,8.8,39.8µM*,-3.8%[172 µM],-22.0%[87.6 µM]
CCOC(=O)c1ccc(NC(=O)C(CC)Sc2nncn3c2cc2oc(C)cc23)cc1 (centres undefined),?,/,/,-11.6,/,/,-1.2%
Cc1noc(C)c1[S+](=O)([O-])N1CCCCC12Cc1ccccc1NC2=O (centres undefined),-14.2%,-18.4%,?,14.9,-13.7%,-6.3%,-2.3%
CCc1ccc(CNC(=O)CN2C(=O)CSc3c2c(C)nn3-c2ccccc2)cc1,-11.1%,/,/,-9.4,/,/,-5.0%
Cc1nn(-c2ccc(C(C)C)cc2)c(C)c1[C@@H]1C=C[C@@H](NC(=S)NC2CCCCC2)C1,37.2%[activator],2.6%,?,-2.3,?,10µM*,-13.9%
COc1ccc(OC)c(CNC(=O)c2nnn3c2COC(c2ccc(Cl)cc2)C3)c1 (centres undefined),-10.9%,i,?,-10.7,-27.4%,8.3%,-1.6%
COc1ccccc1OCCSc1nc2ccccc2n1CC(=O)N1CCOCC1,87.5%[activator],/,/,2.7,/,/,?
Cc1ccc(C(=O)N2CC(C(=O)N(C)C)C3(CCOCC3)C2)c(C)c1 (centres undefined),-5.9%,i,-8.0%,18.4,-12.5%,-11.2%,-18.6%
Cc1ccc(NC(=O)CN2C(=O)NC3(CCC(C)CC3)C2=O)c(Cl)c1 (centres undefined),-14.6%,-8.9%,?,-6.9,-20.0%,-1.7%,7.9%
CN(C)C(C(=O)N1CCN(c2ncccc2C#N)CC1)c1cccc(F)c1 (centres undefined),-12.8%,i[11.5 µM],-3.0%,-6.8,3.4%,9.5%,-14.6%
